Bioassay records: PubChem, National Center for Advancing Translational Sciences (NCATS)
BAZ2B inh = inhibitors of human BAZ2B bromodomain. AlphaScreen BAZ2B-H3K14Ac peptide displacement. Potency, µM (series often up to 114 µM), for inactives: top-dose activity change, negative = inhibition, actives largely listed as inhibitors. 4.4% of 360,000 active. Q9UIF8. AID 504333; also: potency is read from the fitted curve at half-maximal effect; % is scaled to controls: 0 for no effect and ±100 for the full control effect; nearly all actives have a fitted effect of over 60% in size
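BAZ2B 50 nM plus b-H3(5-23)K14Ac 50 nM, PBS pH 7.4/0.01% Tween-20, 30 min RT; compound added (max 110 uM), 30 min RT; streptavidin donor/Ni-chelate acceptor beads 10 ug/mL final, 20 min dark; AlphaScreen read.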
ERG Ets-DNA blk = blocks human ERG Ets domain binding to DNA; Potency, µM (highest dose often 76.9 µM), without a hit: at the top dose FP activity, negative = inhibition, most hits filed as inhibitors; P11308; 0.028% of 370,000 active; fluorescence polarization, His-ERG Ets domain / labelled DNA; active = well fitted inhibition curve with a large enough effect in the polarisation, with a control signal flat; inconclusive = small, poorly fitted or top-dose-only effect, or effect the other way, or a change in a side signal; inactive = no such curve, though single readings can be large or run the other way; the % refers to the polarisation;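 also: polarization taken with two DNA probes labelled with fluorescein and Texas red; potency is read from the fitted curve at half-maximal effect; % of control where 0% means no effect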
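His-tagged ERG Ets domain (1 uM in the protein solution; 300mM KCl, 50mM Tris-HCl, 1mM EDTA, 1mM DTT, pH 7.5) received compound, then a probe mix of 5 nM fluorescein-DNA and 100nM Texas-615-DNA. Fluorescence polarization was read for both dyes.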
HP1b chromo inh = inhibitors of HP1-beta chromodomain binding to methylated histone tails | AID 540317 | Potency, µM (series often up to 114 µM), inactives show at the highest dose activity change, negative = inhibition, usual class: inhibitors | AlphaScreen HP1-beta / biotin-H3K9me3 peptide binding | 0.56% of 390,000 active; also: potency is read from the fitted curve at half-maximal effect; nearly all actives have a fitted effect of over 70% in size; inactives centre near 23
Target sequence (P83916 whole entry, looked up): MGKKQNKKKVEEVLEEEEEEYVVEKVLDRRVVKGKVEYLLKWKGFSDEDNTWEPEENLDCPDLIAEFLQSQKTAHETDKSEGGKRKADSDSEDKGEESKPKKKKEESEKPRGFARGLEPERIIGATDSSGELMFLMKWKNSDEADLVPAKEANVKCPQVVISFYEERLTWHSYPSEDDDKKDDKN
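HP1-beta protein (50 nM final) preincubated 30 min at room temperature with biotinylated H3(1-18)K9me3 peptide (50 nM) in PBS pH 7.4, 0.01% Tween-20, then compound added for 30 min. AlphaScreen streptavidin donor/nickel chelate acceptor beads (10 ug/mL final), 30 min dark, luminescence read.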
PI4K2A inh = inhibitors of human PI4K2A; Q9BTU6; purified PI4K2A, ADP-Glo luminescence, 1 h; hits give low values; activity change, negative = inhibition, % at 76.9 µM; 0.13% of 420,000 active; in the data active = activity change below about -50%; inconclusive = mostly about -30% to -49%;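 also: -100% = wells without enzyme as full effect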
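Compounds are screened against recombinant PI4K2A using PI as substrate and ATP, the latter dispensed at 300 microM. Reactions run one hour at ambient temperature before ADP-Glo detection; full inhibition defined by wells lacking enzyme.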
G9a block = G9a (human) methyltransferase inhibition. AID 504332. Potency, µM (highest dose often 102 µM), without a hit: at the top dose activity, negative = inhibition, hits mostly inhibitors. Q96KQ7. 8.8% of 350,000 active. G9a H3K9 monomethylation, AlphaScreen, 2 h; also: potency is read from the fitted curve at half-maximal effect; % is scaled to controls: 0 for no effect and ±100 for the full control effect; nearly all actives have a fitted effect of over 75% in size
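Methyltransferase reactions run at room temperature for 2 h (20 nM enzyme, 500 nM biotin-H3K9 peptide, 20 uM SAM) after a 15 min compound preincubation; product detected by AlphaScreen beads and anti-H3K9me1 antibody.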
Tb PGK inh = blocks T. brucei phosphoglycerate kinase; Potency, µM (highest dose often 57.5 µM), without a hit: at the top dose activity change, negative = inhibition, actives largely listed as inhibitors; P07378; AID 602233; PGK/GAPDH coupled, Kinase-Glo luminescence, 60 min; 0.043% of 380,000 active; also: potency is read from the fitted curve at half-maximal effect; % is scaled to controls: 0 for no effect and ±100 for the full control effect; nearly all actives have a fitted effect of over 60% in size
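Recombinant glycosomal PGK reaction used 1,3-bisphosphoglycerate generated in-well by GAPDH (100nM final) in 100mM TEA pH 7.6, 5mM MgCl2, 0.01% Tween-20. After 60 minutes at room temperature, ATP was read by Kinase-Glo Plus luminescence end-point.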
JMJD2A Tudor = blocks the human JMJD2A Tudor domain | O75164 | AlphaScreen JMJD2A-Tudor / H3K4me3 peptide binding | Potency, µM (titrated, usually from 114 µM), for inactives: top-dose activity change, negative = inhibition, hits mostly inhibitors | 4.4% of 390,000 active | AID 504339; also: potency is read from the fitted curve at half-maximal effect; % is scaled to controls: 0 for no effect and ±100 for the full control effect; nearly all actives have a fitted effect of over 50% in size
GLS inh = blocks human kidney-isoform glutaminase activity. O94925. GLS enzymatic activity, qHTS titration. Potency, µM (titrated, usually from 45.5 µM), for the others: at the highest dose activity change, negative = inhibition, usual class: inhibitors. 0.21% of 410,000 active. AID 624170; also: potency is read from the fitted curve at half-maximal effect; % is scaled to controls: 0 for no effect and ±100 for the full control effect
Target sequence (O94925 whole entry, looked up, canonical isoform): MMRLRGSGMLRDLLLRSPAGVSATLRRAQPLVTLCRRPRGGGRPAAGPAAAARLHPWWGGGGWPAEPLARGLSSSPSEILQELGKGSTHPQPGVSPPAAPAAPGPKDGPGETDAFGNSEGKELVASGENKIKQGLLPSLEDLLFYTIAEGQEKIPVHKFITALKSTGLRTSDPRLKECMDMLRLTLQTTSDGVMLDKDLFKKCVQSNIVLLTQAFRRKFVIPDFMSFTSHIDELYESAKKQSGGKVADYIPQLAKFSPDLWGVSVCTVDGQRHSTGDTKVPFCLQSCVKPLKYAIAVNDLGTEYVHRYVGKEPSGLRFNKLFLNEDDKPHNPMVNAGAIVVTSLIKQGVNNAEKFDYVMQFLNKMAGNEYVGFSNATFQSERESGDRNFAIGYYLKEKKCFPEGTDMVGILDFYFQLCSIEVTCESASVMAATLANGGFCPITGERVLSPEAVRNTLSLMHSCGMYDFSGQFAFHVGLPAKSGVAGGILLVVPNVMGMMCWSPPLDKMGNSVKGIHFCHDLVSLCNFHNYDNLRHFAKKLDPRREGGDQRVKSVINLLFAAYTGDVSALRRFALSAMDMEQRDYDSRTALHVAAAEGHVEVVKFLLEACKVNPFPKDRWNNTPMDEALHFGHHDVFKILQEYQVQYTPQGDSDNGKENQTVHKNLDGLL
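Coupled fluorescence readout: glutamate oxidase/HRP/Amplex Red detect glutamate formed by hKGA from L-glutamine (1 mM solution added). Buffer 45 mM KH2PO4 pH 8.2, 0.02% Tween-20; reads at t0 and 30 min RT.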
Pin1 inhibitor = inhibitors of human Pin1; Potency, µM (doses to about 115 µM), for the others: at the highest dose activity, negative = inhibition, usual class: inhibitors; 0.009% of 390,000 active; Pin1 FP peptide displacement, HiFluor488, 10 min; AID 504891; active = well fitted inhibition curve with a large enough effect in the polarisation, with a control signal flat, not every such curve was filed as active; inconclusive = small, poorly fitted or top-dose-only effect, or effect the other way, or a change in a side signal; inactive = no such curve, though single readings can be large or run the other way; the % refers to the polarisation; also: potency is read from the fitted curve at half-maximal effect; % is scaled to controls: 0 for no effect and ±100 for the full control effect
Target sequence (Q13526 whole entry, looked up): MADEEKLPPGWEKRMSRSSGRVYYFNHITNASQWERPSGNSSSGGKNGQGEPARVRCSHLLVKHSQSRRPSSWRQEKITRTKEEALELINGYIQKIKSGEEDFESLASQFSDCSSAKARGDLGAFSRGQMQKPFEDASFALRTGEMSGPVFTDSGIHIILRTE
Active calls of the source: *; i = inactive; ? = inconclusive; . = no result given; & = joins results of further samples; [ ] = dose if it differs, or a comment. Unless noted, calls follow the shape of the dose curve; as a rule, active = well fitted curve in the direction sought with a large enough effect; inconclusive = small, poorly fitted or top-dose-only effect, or another doubt; inactive = no such curve, though single readings can be large; an effect the other way counts as inactive or inconclusive.

SMILES	BAZ2B inh	ERG Ets-DNA blk	HP1b chromo inh	PI4K2A inh	G9a block	Tb PGK inh	JMJD2A Tudor	GLS inh	Pin1 inhibitor
O=C(CSc1nc2[nH]ncc2c(=O)[nH]1)NCc1ccc(F)cc1	10.9%	-6.6%	38.6%	-4.7	-19.5%[59 µM]	i	-9.4%	-3.0%	-0.6%
CCOc1ccc(NC(=O)c2cccc(N3CCCS3(=O)=O)c2)cc1	-4.8%	-8.8%	22.0%	0.0	7.5%[59 µM]	7.3%	-8.8%	6.5%	2.7%
Cc1ccc(NS(=O)(=O)c2ccc(NC(=O)c3cccc(NC(=O)C(C)C)c3)cc2)cc1	-8.6%	-1.6%	10.2%	-5.2	-35.9%	-3.7%	-18.9%	2.8%	1.2%
COCCCNc1oc(/C=C/c2cc(OC)c(OC)c(OC)c2)nc1C#N	-0.3%	3.1%	43.1%[activator]	-6.1	-1.0%[59 µM]	1.2%	17.6%	11.3%	?
Cc1nc(SCC(=O)c2ccccc2)c([N+](=O)[O-])[nH]1	-9.6%	-14.6%	21.5%	-6.0	?	-10.5%	-6.0%	-2.1%	2.5%
CN1CCN(C(=O)CCc2nc3ccccc3n2-c2ccccc2)CC1	9.8%	1.3%	12.2%	-2.0	7.0%[59 µM]	-1.1%	-7.1%	2.9%	-0.7%
O=C(Nc1nccs1)C1CCN(S(=O)(=O)c2ccc(F)cc2)CC1	-11.2%	-8.6%	89.4%[activator]	-2.1	12.9%	-6.4%	-10.7%	0.6%	2.6%
COc1cccc(C(=O)c2c[nH]c(C(=O)NCc3cccs3)c2)c1	6.3%	4.1%	21.0%	-2.2	-8.6%[59 µM]	-2.7%	-10.3%	-5.4%	-0.3%
COc1cccc(NC(=O)CN2C(=O)NC(C)(CC(C)C)C2=O)c1 (centres undefined)	-3.7%	-2.6%	12.0%	-3.7	6.9%	8.6%	-3.6%	1.0%	2.0%
CN1/C(=C\C(=O)CSc2nncn2C)C(C)(C)c2ccccc21	-18.6%	0.7%	28.4%	-3.8	11.4%[59 µM]	-4.2%	-13.8%[57.1 µM]	2.3%	-1.8%
Cc1ccccc1OC(=O)CSc1nnc(-c2ccc3c(c2)OCO3)o1	-20.6%	-0.8%	39.3%[activator]	0.1	?	i	-10.6%	-2.4%	-0.8%
COc1cccc(SCc2noc(C(=O)NCCCN3CCOCC3)c2C(=O)NCCCN2CCOCC2)c1	.	0.8%	51.3%[activator]	1.8	.	-6.9%	0.0%	-9.3%	-1.1%
CCc1ccccc1NC(=O)CNC(=O)c1cccc(S(=O)(=O)N2CCN(Cc3ccccc3)CC2)c1	-6.1%	.	-3.6%	-0.3	?	-5.5%	-22.9%	1.8%	0.0%
COc1cccc(N2CCN(C(=O)c3cc4c(=O)n(Cc5cccnc5)ccc4nc3C)CC2)c1	-14.8%	3.6%	7.4%	-3.8	12.2%[59 µM]	i	-19.3%	2.9%	-8.8%
C[C@@]12C(=O)N(c3cccc(Cl)c3)C(=O)N1[C@H](c1ccc(Cl)cc1)[C@@H]1C(=O)N(C3CCCCC3)C(=O)[C@@H]12	-5.6%	-8.4%	27.0%	0.1	7.8%[12.7 µM]	6.1%	-32.9%	3.8%	?
CCCCNC(=O)C1=CC(c2ccc3c(c2)OCO3)=NS(=O)(=O)N1C	-6.8%	2.6%	16.7%	-1.9	-35.7%[59 µM]	-5.7%	-20.9%	-0.8%	2.0%
Cc1ccc(/C=N/N=C2/NC(=O)C(CC(=O)N3CCOCC3)S2)cc1 (centres undefined)	?	-3.2%	0.3%	-21.1	28.2µM*	-5.0%	-12.1%	-5.2%	0.9%
COCCCn1c(=O)c2ccccc2c2ccccc2c1=O	-28.7%	-2.7%	45.6%[activator]	0.8	64.9%[activator][59 µM]	6.8%	25.2%	7.3%	0.0%
Cc1ccc(NS(=O)(=O)c2ccc(Br)s2)cc1S(=O)(=O)N1CCOCC1	-6.2%	7.3%	-11.8%	1.0	.	-1.1%	-11.3%	10.4%	-3.7%
O=C(Nc1cccc(C(F)(F)F)c1)c1cccnc1NCCc1ccccc1	73.0%[activator]	-6.9%	171.3%[activator]	-7.3	53.7%[activator][59 µM]	-3.5%	101.1%[activator]	-3.6%	110.2%[activator]
Cc1cccc2nc(CSc3nnc4ccccn34)cn12	0.1%	-1.2%	31.7%	0.2	6.9%[59 µM]	2.7%	0.8%	-17.3%	1.5%
CCOc1ccc(S(=O)(=O)N2CCC(C(=O)OC(C)C(=O)N3CCOCC3)CC2)cc1 (centres undefined)	-5.5%	-1.8%	25.8%	-2.1	-2.7%	0.5%	-8.3%	-2.2%	-3.8%
Cc1ccccc1OCCC(=O)N(CC(=O)Nc1ccccc1C(F)(F)F)Cc1ccco1	-4.7%	1.6%	27.8%	-0.9	-33.2%	8.6%	-17.6%	16.4%	-1.4%
CN(C)c1ccc(Nc2nc(N)c([N+](=O)[O-])c(N3CCOCC3)n2)cc1	35.5µM*	-3.8%	?	-1.9	7.08µM*	-4.0%	?	23.5%	?
Cc1ccc(NC(=O)c2cccs2)cc1NC(=O)c1cccc(F)c1	?	3.0%	15.6%	5.2	-11.9%	i	-28.7%	-1.1%	-10.7%
CC(=O)N1CCc2ccc(N)cc21	.	-2.0%	13.0%[57 µM]	0.9	.	-0.4%	-11.0%	5.8%	-1.4%
O=[N+]([O-])c1ccc(-n2nncc2-c2ccccc2)cc1	53.5%[activator]	-17.0%	24.4%	-2.7	.	i	-32.9%	-6.4%	34.4%[activator]
COc1ccc(-n2c(-c3ccc(Br)cc3)c[n+]3c2CCc2ccccc2-3)cc1	3.5%	-1.0%	55.2%[activator]	5.7	?	0.0%	-28.2%	13.3%	5.7%
COc1ccc(N2CCN(S(=O)(=O)c3c(C)nc4sc(C)cn4c3=O)CC2)cc1	-17.8%	3.8%	6.6%	-4.0	?	i	-16.1%	3.8%	-1.0%
Cc1c(C(=O)Nc2nc3ccccc3[nH]2)oc2ccccc12	0.5%	-4.6%	37.2%	-4.4	17.2%[59 µM]	-1.3%	-24.7%	1.5%	16.3%
CCCCOc1ccc(C(=O)NCC(=O)NCCOc2ccccc2)cc1	0.5%	2.8%	-0.1%	-0.9	-3.0%	-3.2%	-19.7%	-3.4%	5.2%
CCCCNC(=O)CCC(=O)N1CCN(C(c2ccccc2)c2ccccc2)CC1	79.4µM*	1.0%	68.7%[activator]	-5.1	2.3%	i	-0.7%	-2.2%	4.5%
Cc1cc(C)c2c3c(oc2n1)C(=O)N(c1cccc(Cl)c1)CC(=O)N3	0.4%	3.7%	21.7%	1.3	.	i	6.2%	0.0%	1.4%
O=C(O)C1C2C=CC(O2)C1C(=O)NCc1ccc(Cl)cc1 (centres undefined)	0.5%	-10.4%	44.9%[activator]	-4.4	-24.1%	-10.8%	-11.8%[57.1 µM]	-6.4%	2.3%
CC(C)(C)c1ccc(OCCOc2ccc(C(C)(C)C)cc2NC=O)c(NC=O)c1	-14.2%	2.6%	22.3%	6.8	-8.6%[0.501 µM]	-3.4%	-18.1%	-10.3%	1.1%
COc1ccc(C(=O)NC(=S)N2CCCC2)cc1	-3.4%	-4.3%	10.9%	-2.6	.	4.6%	-17.8%	-8.5%	1.7%
O=c1cc(N2CCc3ccccc32)[nH]c(=O)n1-c1ccc(Cl)cc1	.	-6.7%	27.3%	-5.2	-43.3%	-4.3%	-3.4%	11.0%	-7.7%
Cc1ccc(CNC(=O)C2CCCN(S(=O)(=O)c3cn(C)cn3)C2)cc1 (centres undefined)	-2.8%	-0.1%	?	4.6	2.7%[59 µM]	-0.9%	-22.2%	-5.0%	-4.8%
Cc1ccc(OCCSc2nc3ccccc3n2CCC(=O)O)cc1	6.1%&1.5%	5.0%&-2.9%	41.1%&41.4%[activator]	6.0&2.7	-31.2%[59 µM]	-2.2%&-11.1%	-15.7%&8.0%	-0.6%&6.2%	-9.6%&0.7%
Cc1ncc([N+](=O)[O-])n1S(=O)(=O)c1cc(Cl)ccc1Cl	-24.5%	12.1%	21.8%	-1.7	-18.2%	i	-11.0%	23.0%	-5.5%
CC1=C(C(=O)OC(C)C)C(c2ccncc2)n2ncnc2N1 (centres undefined)	4.1%	-4.9%	30.4%	9.0	-24.6%[59 µM]	4.2%	-2.9%	27.6%	-1.8%
O=c1c([N+](=O)[O-])cccn1Cc1cccc(Br)c1	-3.2%	11.9%	22.8%	0.4	8.6%	2.6%	-16.9%	-4.1%	-1.4%
CCOC(=O)c1ccc(NC(=O)CC2C(=O)N(c3ccc(F)cc3)C(=O)N2Cc2ccc(C)cc2)cc1 (centres undefined)	-5.4%	5.5%	30.6%[activator]	-2.7	-27.7%[59 µM]	1.4%	-7.9%	9.3%	-9.1%
CC(=O)c1cc(C#N)c(NCc2ccccc2)nc1C	-21.4%	-1.7%	46.1%[activator]	2.7	6.3%	7.8%	-18.3%	0.4%	-0.3%
CN(Cc1ccccc1)C(=O)c1ccc(NC(=O)Cc2cccc(NC(=O)C3CCN(C(=O)C4CCCC4)CC3)c2)cc1	12.3%	-9.6%	33.4%	-4.3	3.4%[0.501 µM]	4.3%	-10.0%	0.4%	9.6%
